High-throughput results deposited in PubChem by several laboratories.
FXIa inh 1536: human FXIa protease inhibitors, primary screen, biochemical, 1536-well. purified FXIa, Boc-Glu-Ala-Arg-AMC fluorogenic substrate. Coagulation factor XI (Homo sapiens), P03951. inhibition, % at 5 µM. 0.14% of 220,000 active;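 active = inhibition of at least 40%; inactive = inhibition below 40%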;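 note: fluorescence of freed AMC excited at 355 nm; 0% = enzyme without compound and 100% = no enzyme blank; many of its hits are not listed in these tables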
L929 necroptosis: inhibitors of zVAD-triggered necroptosis, primary screen, L929 cells | 0.38% of 220,000 active | viability rescue, % at 10 µM | L929 zVAD necroptosis rescue, ATP luminescence, 24 h; with zVAD 60 µM;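 active = activation, scaled between plate controls, above about 75%, limit read from the data; inactive = activation under that limit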;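 note: 0% = zVAD with DMSO and 100% = DMSO alone without zVAD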
Wee1 stabilizer: Wee1 degradation inhibitors, primary screen, cell-based, HeLa, Wee1K328M-luciferase, luminescence | 1.2% of 220,000 active | HeLa Luc-Wee1K328M stability; 100% = proteasome inhibitor MG132 effect | reporter increase, % at 5 µM;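 active = activation above the mean of all tested compounds plus 3 SD, set per screening run, cut at about 8.8% in these data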;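 note: cells exposed to compound for 20 h before luminescence read; 0% = DMSO alone and 100% = MG132 at 30 µM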
Target sequence (P30291 whole entry K328M): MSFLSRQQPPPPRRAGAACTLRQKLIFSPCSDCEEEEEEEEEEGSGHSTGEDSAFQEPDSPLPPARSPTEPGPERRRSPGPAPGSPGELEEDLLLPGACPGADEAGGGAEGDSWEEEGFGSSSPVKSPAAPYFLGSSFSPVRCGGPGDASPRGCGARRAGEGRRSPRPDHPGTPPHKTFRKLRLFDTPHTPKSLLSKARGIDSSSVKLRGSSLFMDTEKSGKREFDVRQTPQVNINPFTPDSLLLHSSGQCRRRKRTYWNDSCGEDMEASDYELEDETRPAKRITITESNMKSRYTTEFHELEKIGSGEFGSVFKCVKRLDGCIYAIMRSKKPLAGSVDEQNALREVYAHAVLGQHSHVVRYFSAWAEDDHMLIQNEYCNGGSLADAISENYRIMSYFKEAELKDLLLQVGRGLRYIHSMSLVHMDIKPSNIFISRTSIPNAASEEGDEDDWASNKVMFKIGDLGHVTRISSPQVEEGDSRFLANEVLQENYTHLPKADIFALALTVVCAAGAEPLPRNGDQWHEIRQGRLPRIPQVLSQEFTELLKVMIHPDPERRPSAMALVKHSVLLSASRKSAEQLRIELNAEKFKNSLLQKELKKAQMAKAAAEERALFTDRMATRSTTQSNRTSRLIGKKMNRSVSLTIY
PPC-1+TRAIL kill: compounds killing PPC-1 cancer cells with TRAIL present, primary screen, TRAIL potentiator project, ATPLite luminescence, uHTS | PPC-1 cells + TRAIL, ATPLite viability luminescence | cell killing (% activity), % at 4 µM | 0.41% of 220,000 active | AID 1443, 2008;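 active = cell killing above 50% in the first pass at 4 µM, then a duplicate retest at 5 µM averaging 50% or more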;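 note: plate controls were cells with TRAIL plus DMSO for no effect and medium-only wells lacking cells for full effect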
CHOP inh: inhibitors of CHOP promoter induction, primary screen, cell-based, unfolded protein response, luciferase reporter; CHO-K1 CHOP-promoter luciferase, tunicamycin-induced, 15-18 h; inhibition, % at 10 µM; 3.8% of 220,000 active; AID 2732, 2010;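 active = compounds that reduced the stress-induced luciferase reporter signal by more than about 70% of percent inhibition, limit read from the data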;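 note: 0% = tunicamycin plus vehicle and 100% = wells without tunicamycin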
FXIIa inh: human FXIIa protease inhibitors, primary screen, biochemical, 1536-well | purified FXIIa, Boc-QGR-AMC fluorogenic substrate, 2 h | inhibition, % at 5 µM | 0.3% of 220,000 active | AID 800, 2007; in the data active = inhibition above about 40%;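 note: 0% = enzyme with no compound and 100% = blank without enzyme; many of its hits are not listed in these tables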
TNF death inh: inhibitors of TNF-alpha triggered necroptosis, primary screen, cell-based, Jurkat FADD-/-, single concentration. activation (protection from cell death), % at 10 µM. 0.068% of 220,000 active. Jurkat FADD-/- TNF necroptosis rescue, ATP luminescence, 24 h; 0 = TNF only, 100 = no-TNF cells;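 active = activation, meaning protection from cell death, of at least 50% relative to plate controls; inactive = activation below 50%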;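 note: necroptosis triggered by 40 ng/mL TNF-alpha added together with compound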
TbHK1 inh: Trypanosoma brucei hexokinase 1 inhibitors, primary screen, biochemical, G6PDH-coupled NADH absorbance, MLSCN library | 0.11% of 220,000 active | inhibition, % at 10 µM | recombinant TbHK1, G6PDH-coupled NADH A340 | AID 1430, 2008;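 active = inhibition of 50% or more in the single-dose primary screen; inactive = inhibition below 50%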
EP2 antag: human EP2 receptor antagonists, primary screen, TR-FRET cAMP, C6 glioma cells; inhibition, % at 25 µM; C6 glioma cells expressing human EP2; cells stimulated with saturating PGE2; 0.52% of 260,000 active; AID 1422, 2008;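 active = percent inhibition above 40 after rounding to a whole number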;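 note: rat C6 glioma host cells with rolipram phosphodiesterase inhibitor present; the protocol text gives 20 µM as final concentration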
Target sequence (P43116 whole entry, looked up): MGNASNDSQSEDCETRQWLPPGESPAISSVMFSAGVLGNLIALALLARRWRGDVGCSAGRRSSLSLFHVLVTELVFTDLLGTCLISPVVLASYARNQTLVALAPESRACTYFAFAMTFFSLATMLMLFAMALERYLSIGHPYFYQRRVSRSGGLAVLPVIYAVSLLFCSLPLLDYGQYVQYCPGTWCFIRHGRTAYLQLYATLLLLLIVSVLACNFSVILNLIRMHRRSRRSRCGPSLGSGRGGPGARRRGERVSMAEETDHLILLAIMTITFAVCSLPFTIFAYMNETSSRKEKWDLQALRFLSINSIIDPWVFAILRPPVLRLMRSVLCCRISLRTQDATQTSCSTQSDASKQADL
* = called active by the depositor; . = no result given; & = joins results of further samples; [ ] = dose if it differs, or a comment. Some of the compounds tested, so the mix of outcomes need not match the whole.

SMILES | FXIa inh 1536 | L929 necroptosis | Wee1 stabilizer | PPC-1+TRAIL kill | CHOP inh | FXIIa inh | TNF death inh | TbHK1 inh | EP2 antag
COc1cccc(NC(=O)/C=C/c2ccco2)c1 | -2 | 4.3 | 0 | 11 | -7 | 5 | -2.5 | -14 | 2
CCOC(=O)N1CCC(N(CCOC)C(=O)Nc2ccc(CC)cc2)CC1 | -2 | 9.2 | 0 | 8 | 34 | -3 | 0.6 | 2 | -4
O=C(OCc1nc2ccc(Cl)cc2n1CCO)c1ccccc1 | 7 | . | -3 | 10 | -17 | 13 | 1.3 | 0 | 8
O=C(Nc1ccc(-c2noc(-c3ccccc3F)n2)cc1)c1cccs1 | 6 | 0.7 | 4 | 2 | 8 | 13 | 1.3 | -23 | 7
Cc1ccc(NC(=O)CCC(=O)NNC(=O)C(C)(C)C)c(C)c1 | -6 | 2.2 | 3 | 21 | 15 | -2 | 0.6 | 1 | 2
CCC1CCC2(CC1)NC(CO)(CO)CO2 (stereo not given) | 8 | 1.8 | 0 | -1 | 12 | 11 | 0.6 | 3 | 9
COc1ccc(CN2CCOC2=O)cc1OC | -3 | 0.7 | -2 | -4 | -5 | 11 | 1.0 | 0 | 6
COc1cc2cc(C(c3nnnn3C(C)(C)C)N3CCc4ccccc43)c(=O)[nH]c2cc1OC (stereo not given) | 6 | 0.3 | -4 | 17 | -2 | 6 | -1.6 | -48 | 150*
Fc1ccc(COc2cccc(CNCc3ccncc3)c2)cc1 | -12 | -0.1 | 1 | 18 | 40 | 5 | -1.2 | 1 | -1
O=C(CSc1n[nH]c(-c2ccncc2)n1)NC1CCS(=O)(=O)C1 (stereo not given) | -5 | 0.0 | -2 | 32 | -1 | -6 | -0.5 | -3 | 8
Fc1cccc(Cc2noc(CN3CCC(c4ccncc4)CC3)n2)c1 | -6 | -0.2 | 0 | -9 | 1 | 4 | 0.6 | -4 | 3
CCOC(=O)C1CCCN(C(=O)c2cn(CC)c3ccc(S(=O)(=O)N(C)C)cc3c2=O)C1 (stereo not given) | 5 | 1.5 | 1 | 10 | 32 | 14 | -0.6 | -29 | 5
CC1(C)CC(NC(=O)C(=O)NCCc2ccc(Cl)cc2)CC(C)(C)N1 | 2 | -0.3 | 0 | 9 | 16 | 7 | 1.1 | 4 | 2
N#C/C(=N\Nc1ccccc1[N+](=O)[O-])C(=N)N1CCCCC1 | 2 | 0.7 | 6 | 37 | -37 | -1 | 1.4 | -20 | 5
O=C(NCC(c1cccnc1)N1CCOCC1)c1ccco1 (stereo not given) | -11 | -0.3 | 1 | 28 | -9 | -11 | 1.0 | -1 | 9
Cc1ccccc1OCC(=O)NNC(=O)C1CCCCC1C(=O)O (stereo not given) | 6 | 0.3 | -2 | 0 | 6 | 16 | -0.4 | -1 | 15
CCN(CC)S(=O)(=O)c1ccc(N2CCOCC2)c(NS(=O)(=O)c2ccc(C)c(C)c2)c1 | 0 | 3.4 | 2 | 9 | -2 | 1 | 1.3 | -5 | 8
COCCN1Cc2cccc(C(=O)Nc3ccc(S(=O)(=O)N4CCCCC4)cc3)c2C1=O | 5 | 1.0 | -3 | 5 | 3 | 16 | 0.6 | -16 | 2
CC(Sc1nnc(-c2ccc(Cl)cc2Cl)n1Cc1ccccc1)C(=O)Nc1nccs1 (stereo not given) | -7 | -0.1 | 0 | 23 | 39 | 4 | -1.4 | 1 | 9
CC1(C)CC(=O)C2(CC3=C(CC(C)(C)CC3=O)O2)C(=O)C1 | -8 | -0.2 | -3 | -4 | -13 | 1 | -1.3 | 2 | 10
Cc1ccc(C(=O)N/C(=C\c2ccccc2F)c2nc(=S)[nH][nH]2)cc1 | 13 | 1.6 | 0 | 22 | 50 | 9 | -1.5 | -16 | 4
O=C(NC1CCN(Cc2ccccc2)C1)c1cc(COc2ccc(F)cc2F)on1 (stereo not given) | 4 | 0.0 | -4 | 4 | 46 | 7 | 3.2 | -1 | 5
Cc1ccc(N(CC(=O)NCc2ccc(F)cc2)C(=O)c2csnn2)cc1C | -2 | 2.3 | 8 | 6 | 8 | -3 | 3.1 | -2 | 6
COc1ccc(CCNC(=S)Nc2ccccc2C)cc1 | 5 | -0.1 | 1 | 20 | 12 | 22 | -11 | 3 | 18
Cc1cccn2c(=O)c(/C=C3\SC(=S)N(CC(C)C)C3=O)c(NCCCOC(C)C)nc12 | 4 | -0.1 | 1 | 24 | -9 | 17 | -0.6 | -7 | 7
Cc1cccc(NC(=O)c2c(C)nc3ccccn23)c1 | 5 | 0.7 | -2 | 10 | 21 | 13 | -1.3 | -7 | 6&6
O=C(CSc1nnnn1Cc1ccccc1)Nc1ccccc1 | -2 | -0.6 | 9.3* | 21 | 6 | 10 | 7.3 | -8 | 3
c1ccc(-n2nnnc2SCc2ccccn2)cc1 | -2 | 0.0 | -1 | 23 | -9 | 3 | -1.5 | -3 | 6
c1cncc(-c2nc3cc4ccccc4cc3[nH]2)c1 | 4 | 11 | 5 | 61*[5 µM] | -4 | 7 | -12 | -41 | 23&27
Cc1cc(C(=O)OCC(=O)NCc2ccc3c(c2)OCO3)c2ccccc2n1 | -5 | 2.6 | 0 | -17 | 8 | 3 | 0.7 | 0 | 11
COc1cc(C(=O)Nc2ccccc2N2CCOCC2)ccc1OCc1c(C)noc1C | -3 | 0.3 | -3 | 1 | -3 | 3 | 2.9 | -1 | 5
Oc1ccccc1Cn1c(-c2ccccc2O)nc2ccccc21 | 1 | 0.5 | 1 | 4 | 16 | 11 | -1.3 | 0 | 17
C=CCNC(=S)Nc1ccc(Br)cc1F | 4 | 0.7 | 2 | 10 | 16 | 7 | -0.1 | -3 | 3
c1ccc(-n2ncc3c(N4CCCCC4)ncnc32)cc1 | 4 | -0.7 | -3 | 80*[5 µM] | 59 | 12 | -0.8 | -5 | 16
O=C(O)CC1S/C(=N/N=C/c2ccc(Br)cc2)N(c2ccccc2)C1=O (stereo not given) | 3 | 1.3 | -4 | 10 | 8 | 10 | 0.7 | -26 | 3
C=CCn1c(CNC(=O)c2ccco2)nnc1SCC(=O)N1c2ccccc2Sc2ccccc21 | 2 | 1.0 | -2 | -2 | 34 | 15 | -3.3 | -12 | 8

Arranged by SMILES length (ascending): 12 of the compounds above
SMILES | FXIa inh 1536 | L929 necroptosis | Wee1 stabilizer | PPC-1+TRAIL kill | CHOP inh | FXIIa inh | TNF death inh | TbHK1 inh | EP2 antag
C=CCNC(=S)Nc1ccc(Br)cc1F | 4 | 0.7 | 2 | 10 | 16 | 7 | -0.1 | -3 | 3
c1ccc(-n2nnnc2SCc2ccccn2)cc1 | -2 | 0.0 | -1 | 23 | -9 | 3 | -1.5 | -3 | 6
COc1ccc(CCNC(=S)Nc2ccccc2C)cc1 | 5 | -0.1 | 1 | 20 | 12 | 22 | -11 | 3 | 18
O=C(CSc1nnnn1Cc1ccccc1)Nc1ccccc1 | -2 | -0.6 | 9.3* | 21 | 6 | 10 | 7.3 | -8 | 3
c1cncc(-c2nc3cc4ccccc4cc3[nH]2)c1 | 4 | 11 | 5 | 61*[5 µM] | -4 | 7 | -12 | -41 | 23&27
c1ccc(-n2ncc3c(N4CCCCC4)ncnc32)cc1 | 4 | -0.7 | -3 | 80*[5 µM] | 59 | 12 | -0.8 | -5 | 16
Oc1ccccc1Cn1c(-c2ccccc2O)nc2ccccc21 | 1 | 0.5 | 1 | 4 | 16 | 11 | -1.3 | 0 | 17
Cc1cc(C(=O)OCC(=O)NCc2ccc3c(c2)OCO3)c2ccccc2n1 | -5 | 2.6 | 0 | -17 | 8 | 3 | 0.7 | 0 | 11
COc1cc(C(=O)Nc2ccccc2N2CCOCC2)ccc1OCc1c(C)noc1C | -3 | 0.3 | -3 | 1 | -3 | 3 | 2.9 | -1 | 5
O=C(O)CC1S/C(=N/N=C/c2ccc(Br)cc2)N(c2ccccc2)C1=O (stereo not given) | 3 | 1.3 | -4 | 10 | 8 | 10 | 0.7 | -26 | 3
C=CCn1c(CNC(=O)c2ccco2)nnc1SCC(=O)N1c2ccccc2Sc2ccccc21 | 2 | 1.0 | -2 | -2 | 34 | 15 | -3.3 | -12 | 8
Cc1cccn2c(=O)c(/C=C3\SC(=S)N(CC(C)C)C3=O)c(NCCCOC(C)C)nc12 | 4 | -0.1 | 1 | 24 | -9 | 17 | -0.6 | -7 | 7

New compounds follow
SMILES | FXIa inh 1536 | L929 necroptosis | Wee1 stabilizer | PPC-1+TRAIL kill | CHOP inh | FXIIa inh | TNF death inh | TbHK1 inh | EP2 antag
Cc1ccc(/C=C/C2=NN(Cc3ccccc3)C(=O)CC2)cc1 | -4 | -0.1 | 1 | 22 | 11 | 5 | 1.0 | -12 | 7
O=C(NCCN1C(=O)S/C(=C\c2ccc(OC(F)F)cc2)C1=O)c1cnccn1 | -2 | 1.4 | -1 | -8 | 5 | 2 | -4.5 | 4 | 23
CCOC(=O)C1CCCN(Cc2nc(N)nc(Nc3ccc(OC)cc3)n2)C1 (stereo not given) | -5 | -0.2 | -1 | 4 | 4 | 8 | -5.3 | 0 | 12
Cc1cc(OCC(=O)N2CCCC2)cc(C)c1Cl | 1 | -0.9 | 0 | 21 | 10 | 2 | -0.7 | 0 | 9
CSc1nc2sc3c(c2c(=O)[nH]1)CCC3 | 7 | 0.9 | -2 | -9 | -7 | 12 | 2.3 | -7 | 11
CC(=O)N/N=C/c1cc(C)n(-c2ccc(Br)cc2)c1C | -1 | -0.1 | 7 | 22 | 12 | 1 | -0.3 | -10 | 4
COC(=O)CSc1nnc(-c2sc3cc(OC)ccc3c2Cl)n1C | 23 | -0.4 | -1 | 13 | -1 | 48* | 0.0 | -6 | 15
CN1C(=O)c2ccc(NC(=O)c3c(F)c(F)c(F)c(F)c3F)cc2C1=O | 5 | -0.7 | -1 | 17 | 38 | 14 | -0.8 | -6 | 26
CCOC(=O)C1CCN(C(=O)c2c(-c3c(Cl)cccc3Cl)noc2C)CC1 | -8 | -0.4 | -1 | 21 | 18 | -11 | 0.3 | 5 | 10
COc1ccc(NS(=O)(=O)c2cccc(-c3n[nH]c(=S)n3Cc3ccccc3)c2)cc1 | -6 | 1.0 | 0 | 19 | -22 | 5 | 1.1 | -3 | 8
CCCCCCC1CC(=O)NC(=S)N1 (stereo not given) | -5 | 2.6 | -2 | -2 | 10 | 6 | -0.9 | 6 | 13
CCCC(=O)O[C@]1(C(=O)CO)CC[C@H]2[C@@H]3CCC4=CC(=O)CC[C@]4(C)[C@H]3[C@@H](O)C[C@@]21C | 6 | 65 | 4 | 8 | 18 | 5 | 0.1 | 0 | 21
CCOc1ccc(N/C(C)=C\C(=O)c2ccc3c(c2)OCCO3)cc1 | -3 | 12 | -3 | 20 | 53 | 6 | 0.2 | -14 | 5&5
CCC/C(O)=N\S(=O)(=O)c1ccc(N=NN(C)C)cc1 | 8 | -0.4 | -1 | 26 | 20 | 16 | -0.5 | -25 | 14
CC1CCCC(NC(=O)COC(=O)c2cccc(NS(=O)(=O)/C=C/c3ccccc3)c2)C1C (stereo not given) | 3 | 0.9 | 1 | -4 | 39 | 10 | 1.7 | 23 | 7
